Screening data deposited in PubChem BioAssay by The Scripps Research Institute Molecular Screening Center.
EBNA-1 inh = blocks EBNA-1 binding to DNA. EBNA-1 DNA binding, fluorescence polarization. inhibition, % at 14.8 µM. hit rate 0.34% among 300,000. AID 1950; in the data active = inhibition above about 28%
PAD4 inh = inhibitors of human PAD4; Q9UM07; recombinant PAD4, RCA probe fluorescence polarization; AID 485272; inhibition, % at 6.36 µM; hit rate 0.41% among 330,000;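 active = percent inhibition above a cutoff equal to the mean of all tested compounds plus 3 SD, cut at about 15% in these data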;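 also: 0% = PAD4 with RCA probe and DMSO and 100% = probe without PAD4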
Target sequence (Q9UM07 whole entry, looked up): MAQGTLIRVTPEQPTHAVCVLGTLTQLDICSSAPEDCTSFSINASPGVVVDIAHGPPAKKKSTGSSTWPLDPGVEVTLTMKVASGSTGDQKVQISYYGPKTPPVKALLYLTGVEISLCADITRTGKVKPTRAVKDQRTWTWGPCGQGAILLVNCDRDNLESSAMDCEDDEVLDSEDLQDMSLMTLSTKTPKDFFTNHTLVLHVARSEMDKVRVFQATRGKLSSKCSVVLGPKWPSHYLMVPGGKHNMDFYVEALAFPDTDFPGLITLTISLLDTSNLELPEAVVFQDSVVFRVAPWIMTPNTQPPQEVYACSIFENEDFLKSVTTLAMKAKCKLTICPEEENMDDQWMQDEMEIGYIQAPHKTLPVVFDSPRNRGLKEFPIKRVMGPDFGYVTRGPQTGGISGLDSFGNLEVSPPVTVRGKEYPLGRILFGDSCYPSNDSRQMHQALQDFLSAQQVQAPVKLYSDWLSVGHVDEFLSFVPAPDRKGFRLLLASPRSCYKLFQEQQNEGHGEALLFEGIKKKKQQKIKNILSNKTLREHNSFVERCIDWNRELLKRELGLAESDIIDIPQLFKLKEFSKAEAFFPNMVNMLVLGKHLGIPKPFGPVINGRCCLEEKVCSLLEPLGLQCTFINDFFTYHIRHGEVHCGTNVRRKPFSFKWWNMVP
PAFAH2 inh = inhibitors of human PAFAH2; hit rate 0.99% among 340,000; Q99487; AID 492956; recombinant PAFAH2, FP-rhodamine activity probe, fluorescence polarization; inhibition, % at 3.39 µM;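 active = inhibition above the mean over all tested compounds plus 3 SD, cut at about 30% in these data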;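 also: inhibitors block probe labeling of enzyme so polarization drops; 0% = enzyme with DMSO and 100% = wells lacking PAFAH2 protein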
PAFAH1B3 FP inh = PAFAH1B3 (human) inhibition; inhibition, % at 3.39 µM; recombinant PAFAH1B3, FP-rhodamine probe, fluorescence polarization; hit rate 0.28% among 340,000; Q15102;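 active = inhibition above the screen-wide average of all tested compounds plus 3 SD, cut at about 25% in these data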;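 also: 0% = enzyme with DMSO only and 100% = wells lacking PAFAH1B3 protein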
Target sequence (Q15102 whole entry, looked up): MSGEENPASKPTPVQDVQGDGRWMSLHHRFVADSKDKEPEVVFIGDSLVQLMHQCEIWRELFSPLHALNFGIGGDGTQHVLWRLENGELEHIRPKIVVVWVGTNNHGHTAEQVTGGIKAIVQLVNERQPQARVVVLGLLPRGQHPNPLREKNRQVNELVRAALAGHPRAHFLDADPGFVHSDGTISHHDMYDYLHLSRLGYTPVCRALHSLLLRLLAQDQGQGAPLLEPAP
ZTA DNA inh = ZTA (EBV) inhibition in EBNA-1 counter-screen; inhibition, % at 11 µM; P03206; hit rate 0.15% among 320,000; ZTA-DNA binding, fluorescence polarization; in the data active = inhibition above about 33%
LYPLA1 counter = LYPLA1 (human) inhibition in PME1 counter-screen; recombinant LYPLA1, FP-Rh probe fluorescence polarization; inhibition, % at 5.9 µM; hit rate 0.16% among 320,000; AID 2174;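 active = inhibition above the mean of all tested compounds plus 3 SD, set per campaign, cut at about 14% in these data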;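 also: inhibitors block serine hydrolase probe labeling of LYPLA1 so polarization falls; 0% = enzyme with DMSO and 100% = wells lacking LYPLA1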
LYPLA2 inh = LYPLA2 (human) inhibition in PME1 counter-screen. AID 2177. recombinant LYPLA2, FP-Rh probe fluorescence polarization. hit rate 0.38% among 320,000. inhibition, % at 5.9 µM;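 active = inhibition above the screen-wide mean plus 3 SD, limit set per campaign, cut at about 26% in these data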;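 also: 0% = LYPLA2 with DMSO and 100% = wells lacking LYPLA2 enzyme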
GSTO1 counter = counter-screen for RBBP9 inhibitors: inhibitors of human GSTO1; recombinant GSTO1, activity-based probe fluorescence polarization; inhibition, % at 5.96 µM; hit rate 1.1% among 300,000; AID 1974;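 active = inhibition above the campaign mean inhibition plus 3 SD, cut at about 35% in these data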;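 also: 0% = GSTO1-1 with DMSO and 100% = wells lacking GSTO1-1 enzyme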
PREPL inhibitor = inhibits the human prolyl oligopeptidase-like enzyme. AID 2751. Q4J6C6. hit rate 0.68% among 320,000. recombinant PREPL, fluorescence polarization activity-based probe. inhibition, % at 5.96 µM; in the data active = inhibition above about 43%;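 also: 0% = enzyme with DMSO and 100% = wells lacking enzyme; many of its hits are not listed in these tables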
* marks the source's active call; other numbers are inactive results; nt = no result given. The list is partial (hit frequency here may not be typical).

Start of the data: the first 2 entries (preview)
SMILES	EBNA-1 inh	PAD4 inh	PAFAH2 inh	PAFAH1B3 FP inh	ZTA DNA inh	LYPLA1 counter	LYPLA2 inh	GSTO1 counter	PREPL inhibitor
Nc1ccc(C(=O)N/N=C/c2ccc(N3CCOCC3)s2)cc1	nt	1	5	2	nt	nt	nt	nt	22
COc1cccc(C(=O)OCC(=O)Nc2nnc(-c3ccccc3)o2)c1	3	3	2	5	-5	0	-1	8	12

All compounds of this part, previewed entries included:
SMILES	EBNA-1 inh	PAD4 inh	PAFAH2 inh	PAFAH1B3 FP inh	ZTA DNA inh	LYPLA1 counter	LYPLA2 inh	GSTO1 counter	PREPL inhibitor
Nc1ccc(C(=O)N/N=C/c2ccc(N3CCOCC3)s2)cc1	nt	1	5	2	nt	nt	nt	nt	22
COc1cccc(C(=O)OCC(=O)Nc2nnc(-c3ccccc3)o2)c1	3	3	2	5	-5	0	-1	8	12
Cc1cc(NC(=O)CSc2nc(-c3ccco3)cc(C(F)(F)F)n2)no1	-1	2	-5	0	1	0	5	-4	7
Cc1ccn2c(NC(=O)c3ccco3)c(-c3ccccc3)nc2c1	-18	-8	5	-1	-2	0	0	0	1
O=C(Nc1cccnc1)c1cc(-c2ccc(F)cc2)on1	5	-1	-10	0	10	1	1	9	8
COC(=O)[C@@H]1C[C@H]1[C@@H](NC(=O)c1ccccc1)c1ccccc1	-1	-3	-1	-5	-1	1	-3	-4	0
CCN(CC)S(=O)(=O)c1cccc(-c2nnc(SCc3nc4ccccc4s3)o2)c1	-3	-5	1	-2	3	14*	-7	9	5
CCOC(=O)CSc1nc2cc3c(cc2cc1C#N)OCO3	-4	1	6	4	-2	1	3	-3	14
Cc1ccc(NC(=O)C2CCCN(S(=O)(=O)c3c(C)noc3/C=C/N(C)C)C2)c(C)c1 (stereo not drawn)	2	1	2	6	10	-3	-3	-7	7
COc1ncccc1C(=O)N1CCC(n2nccc2NC(=O)CC(C)C)CC1	-2	2	0	1	-5	1	5	-4	3
O=C1CC(c2ccccc2)Sc2ccccc2N1 (stereo not drawn)	-6	-3	1	0	-8	0	0	-24	9
Cc1[nH]c(=O)[nH]c(=O)c1S(=O)(=O)N1CCC(C(=O)N2CCN(c3cccc(C(F)(F)F)c3)CC2)CC1	-9	-8	-1	13	10	-2	-12	6	-1
COc1ccccc1N1CCN(C2CCCN(C(=O)Cn3cccn3)C2)CC1 (stereo not drawn)	7	5	2	9	-12	1	1	-4	4
COc1cc(CN2CCN(Cc3ccc4cc(F)ccc4n3)CC2CCO)cc(OC)c1 (stereo not drawn)	8	2	9	2	0	2	1	-1	16
COc1ccccc1C(=O)NCCC(=O)N(C)CC(=O)Nc1ccc(C)cc1	-10	1	1	5	-7	3	-4	6	-5
Cc1cc(Oc2ccc(Cl)cc2)nc(-c2ccccn2)n1	-3	0	6	11	0	0	7	-6	42
O=[N+]([O-])c1cccc(C(=Nc2ccccc2Cl)NO)c1	9	0	-5	7	-14	-3	4	5	-8
O=C(CSc1nnc(CNC(=O)c2ccco2)o1)Nc1cccc(C(F)(F)F)c1	6	-2	-2	9	5	1	-5	1	-7
c1coc(-c2nnc3n2C2(CCCC2)Cc2ccccc2-3)c1	-3	0	1	1	4	-1	6	-2	9
O=C(OCc1cc(Cl)ccc1OC(F)F)c1ccc([N+](=O)[O-])o1	-10	-12	nt	nt	7	-1	-4	18	-4
CCn1nc(C)cc1-c1nnc(Sc2ncc([N+](=O)[O-])s2)n1C	5	0	3	3	6	1	-6	17	4
O=C(c1ccc(Cl)cc1[N+](=O)[O-])N1CCc2ccccc2C1	-19	-3	-1	4	-10	0	-8	6	32
C=CCSC1=N/C(=C\c2ccc(C)o2)C(=O)S1	2	0	14	9	-2	1	5	5	3
CCNc1nc(NCC)nc(N(C)/N=C/c2ccco2)n1	-9	0	2	9	-4	0	-8	3	3
COc1ccc(C2(O)CCN(Cc3nnnn3Cc3ccc(F)cc3)CC2)cc1	-8	-7	6	5	0	1	5	-6	-2
CC(=O)c1ccc(NC(=O)c2cnn3ccccc23)cc1	-5	1	12	9	-5	3	5	6	2
COc1ccc(CC(C)N2CCN(c3ccccc3OC)CC2)cc1OC (stereo not drawn)	13	-2	-5	9	0	3	8	4	10
Cc1ccc(S(=O)(=O)Oc2ccccc2/C=N/O)cc1	2	-1	3	1	-2	0	-3	0	7
Cc1cc(C)c2c(=O)[nH]cnc2n1	-3	1	-6	0	-11	-4	-5	2	3
COc1ccc(OCC(O)CNCc2ccco2)cc1 (stereo not drawn)	-7	-2	-3	10	-14	2	3	-1	11
CC(Nc1ccc2c(c1)OCCO2)C(=O)N1c2ccccc2CC1C (stereo not drawn)	-1	-3	10	0	14	-2	1	5	5
CC(C)CC(N)c1cn([C@@H](CCC(=O)O)C(=O)N2CCNCC2)nn1 (stereo partly drawn)	-4	-1	-4	8	-33	5	4	7	12
CCCOP(=O)(c1ccc(N(C)C)cc1)C(O)c1ccc(Cl)cc1 (stereo not drawn)	8	0	4	8	-2	-4	-8	-1	15
Cc1cccc(Cn2ccc(NC(=O)c3cccnc3)n2)c1	10	-1	6	10	5	-3	-4	3	0
COc1ccc(OCC(=O)Nc2cc(-c3nn(C)c(=O)c4ccccc34)ccc2N2CCOCC2)cc1	2	4	-3	4	3	1	0	0	9
C=CCn1c(SCC(=O)NC23CC4CC(CC(C4)C2)C3)nc(O)cc1=O	8	0	2	12	18	1	1	-5	-2
CCc1cccc(C)c1NC(=O)COC(=O)Cn1c(C)csc1=O	-21	3	1	5	2	-6	-10	16	15
CCn1nc(NC(=O)Cc2ccc(OC)cc2)c2cc3cccc(C)c3nc21	22	1	-1	5	-5	4	8	-17	6
COc1cc2c(cc1OC)C1=NC(=O)CN1C(SCc1ccccc1)=N2	1	6	9	8	2	0	8	3	36
CN1CCN(CC(=O)NN2CC(=O)N(c3ccc(F)cc3)CC2=O)CC1	2	1	5	1	-11	-1	-2	15	3
COC(=O)c1cc(=O)n(Cc2ccco2)c(=Nc2ccc(F)cc2)s1	-3	2	-2	1	-8	0	4	3	28
O=C(CNC(=O)/C(=C\c1ccc(F)cc1)NC(=O)c1ccccc1)OCc1ccccc1	-12	-3	-7	5	16	1	3	-8	11
CC1CCN(c2cc(C#N)c(C#N)cc2[N+](=O)[O-])CC1	-3	1	1	4	0	0	2	4	-6
CCC(C)(C)NC(=O)/C=C/c1cccs1	-14	-2	3	6	-5	4	-4	-5	4
COc1ccc(CN2C(=O)c3cccnc3C2=O)cc1S(=O)(=O)NC(C)C	2	-1	2	-1	3	-1	-1	2	-1
COc1cc(OC)c2ccc(=O)oc2c1C(CC(=O)N1CCOCC1)c1ccc2c(c1)OCO2 (stereo not drawn)	-3	2	-4	7	-10	-4	-5	5	1
O=C(Cc1ccsc1)OCC(=O)c1ccccc1	nt	-3	8	16	nt	nt	nt	nt	5
O=c1[nH]c(CN2CCc3ccccc3C2)nc2ccccc12	-9	-17	3	11	-23	0	4	16	8
COc1ccccc1-c1noc(CCC(=O)Nc2cc(C(F)(F)F)ccc2Cl)n1	-4	0	0	2	8	-10	-1	5	12
Cc1ccc(-c2nc3ncccn3c2Nc2ccc3c(c2)OCO3)o1	-5	4	3	5	-13	0	-7	13	12
CCN(C(=O)COC(=O)CCn1c(C)csc1=O)c1c(N)n(Cc2ccccc2)c(=O)[nH]c1=O	nt	2	-1	9	0	0	4	nt	5
N#CCCn1cc(C(N)=O)c(-c2cccs2)n1	0	-5	6	-2	8	-1	1	-4	-1
C=CCOc1cccc(C(=O)Nc2ncn[nH]2)c1	9	-2	-2	7	-14	3	-7	0	-3
Cc1cccc2sc(NS(=O)(=O)c3ccccc3)nc12	-9	-1	10	4	7	-1	-8	-3	3
COc1cccc(NC(=O)COC(=O)CCS(=O)(=O)c2ccc(C)cc2)c1	8	0	-3	-4	-2	4	-1	2	6
COc1ccc(/C=C(\C#N)C(=O)OCC(=O)NCc2ccccc2Cl)cc1	-5	1	-1	4	-23	-2	5	7	10
CCOC(=O)C(C)CC(C)C(=O)N1CCOCCN(C(=O)C(C)CC(C)C(=O)OCC)CCOCC1 (stereo not drawn)	-4	3	-7	7	-11	-2	10	16	-4
COc1ccc(CNc2nn[nH]n2)cc1OC	6	1	9	-10	-8	-1	4	-2	10
Cc1ccc(S(=O)(=O)NNC(=O)c2c(O)c3ccccc3[nH]c2=O)cc1	6	-2	0	4	-6	1	5	-5	24
Cc1nn(CCOc2ccccc2)c(=O)n1-c1ccc(F)cc1	-6	1	7	8	-9	0	0	0	-13

Following part.
SMILES	EBNA-1 inh	PAD4 inh	PAFAH2 inh	PAFAH1B3 FP inh	ZTA DNA inh	LYPLA1 counter	LYPLA2 inh	GSTO1 counter	PREPL inhibitor
c1ccc2sc(C3CCN(Cc4nnnn4Cc4ccc5c(c4)OCO5)CC3)nc2c1	-4	2	6	-5	1	-1	7	6	-26
CC(=O)N1CC(C)Sc2ccc(S(=O)(=O)NCc3ccccc3Cl)cc21 (stereo not drawn)	9	3	8	8	5	0	8	2	-3
CCCCn1c(N)c(N(CC(C)C)C(=O)CSc2nnc(-c3ccc(Cl)cc3)o2)c(=O)[nH]c1=O	5	-1	2	0	-15	1	6	5	16
COc1cccc(C(=O)NNC(=O)Cc2ccc(Cl)cc2)c1	7	-7	3	7	-2	-1	-2	-3	-5
CC1Cc2ccccc2N1C(=O)CSc1nncs1 (stereo not drawn)	nt	-1	1	4	5	3	8	nt	-5
Cc1ccc2cc(CN(c3ccccc3)S(=O)(=O)c3ccccc3)c(=O)[nH]c2c1	-12	3	6	-2	-25	-3	-5	-5	-33
COc1ccc(-c2oc3ccc(N4CCOCC4)cc3c2C#Cc2ccc(N)cc2)cc1	6	-3	-2	15	-4	-9	-9	8	13
Cc1cc(C)n(-c2nc(NCCCN(C)C)c3c4c(sc3n2)CCCC4)n1	-6	5	nt	nt	15	0	-1	3	26
Cc1ccc(/C=C(\C#N)c2nc3ccccc3[nH]2)s1	1	-14	-7	3	12	-5	-6	-6	-8
COc1cc(C(=O)N2CCN(c3ncnc4sc(C)c(C)c34)CC2)cc(OC)c1OC	13	-1	9	10	20	-2	-2	-3	9
Cc1nnsc1C(=O)NNC(=O)c1cccc2ccccc12	3	-2	0	0	-6	0	7	5	-9
CC1(C)OC2C(CO)OC(n3cnc4c(=S)nc[nH]c43)C2O1 (stereo not drawn)	-13	-4	-9	1	0	1	7	2	3
O=C(CCCN1C(=O)c2ccccc2C1=O)Nc1ccc2c(c1)OCCO2	-15	-3	-5	3	-6	0	-1	5	8
Cc1ccc(-n2nc(C(=O)NCc3ccc(C)o3)c3c4ccccc4n(C)c3c2=O)cc1	6	2	1	0	10	-3	-4	0	-7
Cc1ccc(NC(=S)Nc2ccc(F)cc2)c(C)c1	2	0	3	-8	-3	1	-9	4	3
COc1cccc2cc(C(C)OC(=O)Nc3ccc(C)cc3)oc12 (stereo not drawn)	-9	-6	-2	3	-2	-7	-10	2	-9
O=[N+]([O-])c1ccc(Cl)cc1N1CCOCC1	3	-4	-6	0	-9	-2	-2	8	5
Cc1cc(C)cc(NC(=S)NCCCO)c1	-5	0	1	3	-8	-2	-1	1	13
Cc1cc2c(cc1S(=O)(=O)Nc1cccc(C)c1C)n(C)c(=O)c(=O)n2C	-9	-8	5	8	-15	4	-5	4	14
O=C(CCN1C(=O)c2ccccc2C1=O)CN1CCOCC1	3	-3	0	4	12	2	7	-3	6
CC1=C(C)CC(C(=O)NNC(=O)c2ccccc2O)C(C(=O)O)C1 (stereo not drawn)	5	-4	-2	2	-1	3	-3	35	-3
O=C1Nc2ccccc2N(O)N1c1cc(-c2ccccc2)[nH]n1	5	-5	1	3	13	1	5	1	11
Cc1cccc(NC(=S)NC(=O)c2ccc(-c3ccccc3)cc2)n1	10	-4	-8	4	12	-12	-13	0	5
